# Efflux pump mplx = blocks antifungal efflux pumps in multiplex yeast assay; S. cerevisiae Candida pump triplex, Nile Red efflux; inhibition, % at 10 µM; 0.44% of 330,000 active; AID 485275;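 active = plate passing quality check with inhibition over a set limit, or well fluorescence over plate mean plus 4 SD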;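 also: Nile Red retained in pooled yeast measured as flow cytometry median fluorescence; 0% = buffer negative control and 100% = Enniatin B positive control; higher means more Nile Red kept so more efflux inhibition; some compounds called inactive have numbers as strong as hits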
# AHR activator = activators of human aryl hydrocarbon receptor; P35869; AHR-responsive luciferase reporter cells, luminescence; activation, % at 5 µM; 2.5% of 320,000 active; AID 2796; in the data active = activation above about 47%;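 also: 0% = vehicle wells and 100% = reference agonist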
# Target sequence (P35869 whole entry, looked up): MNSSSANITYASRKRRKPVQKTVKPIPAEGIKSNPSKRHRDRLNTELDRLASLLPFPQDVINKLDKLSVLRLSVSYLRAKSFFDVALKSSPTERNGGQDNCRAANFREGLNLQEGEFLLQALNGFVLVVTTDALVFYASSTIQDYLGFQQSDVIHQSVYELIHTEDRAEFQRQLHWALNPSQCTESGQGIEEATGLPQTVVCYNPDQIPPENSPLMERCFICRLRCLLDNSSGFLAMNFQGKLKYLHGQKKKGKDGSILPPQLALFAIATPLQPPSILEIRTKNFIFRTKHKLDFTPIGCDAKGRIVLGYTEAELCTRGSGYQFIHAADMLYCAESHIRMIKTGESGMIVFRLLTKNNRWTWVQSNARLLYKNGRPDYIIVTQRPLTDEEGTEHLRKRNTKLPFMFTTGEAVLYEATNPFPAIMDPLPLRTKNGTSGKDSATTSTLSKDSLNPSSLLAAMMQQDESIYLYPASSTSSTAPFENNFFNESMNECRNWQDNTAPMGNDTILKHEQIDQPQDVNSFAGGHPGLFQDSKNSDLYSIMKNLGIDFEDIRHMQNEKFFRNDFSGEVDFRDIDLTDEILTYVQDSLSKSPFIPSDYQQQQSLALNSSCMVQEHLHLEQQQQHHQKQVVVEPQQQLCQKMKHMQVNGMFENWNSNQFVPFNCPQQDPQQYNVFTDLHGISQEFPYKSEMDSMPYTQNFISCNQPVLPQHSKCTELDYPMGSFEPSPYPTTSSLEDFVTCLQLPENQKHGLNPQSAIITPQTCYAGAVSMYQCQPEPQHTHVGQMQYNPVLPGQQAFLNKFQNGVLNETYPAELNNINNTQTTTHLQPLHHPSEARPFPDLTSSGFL
# RPL19A TOR yeast = modulators of TOR pathway RPL19A-GFP in S. cerevisiae; S. cerevisiae RPL19A-GFP strain, flow cytometry, 3 h; hits give low values; percent response vs DMSO, % at 10 µM; 0.3% of 330,000 active; AID 2025;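 active = percent response vs DMSO below 50%; inconclusive = fewer than 70 events counted for the yeast strain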;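 also: median channel GFP fluorescence of the barcoded RPL19A-GFP strain; ratio of sample median GFP to plate DMSO average so 100% = DMSO; lower means less RPL19A-GFP as with rapamycin TOR inhibition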
# MEP2 TOR yeast = alters MEP2-GFP fluorescence in TOR pathway yeast screen | S. cerevisiae MEP2-GFP strain, flow cytometry GFP, 3 h; 100% = DMSO control level | GFP response vs DMSO, % at 10 µM | 0.51% of 330,000 active;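 active = GFP response versus DMSO above a set limit, roughly screen mean plus 3 SD, cut at about 180% in these data; inconclusive = fewer than 70 cells counted for a yeast strain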;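 also: median GFP fluorescence of the barcode-gated MEP2-GFP cells per well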
# AGP1-GFP MLPCN = alters AGP1-GFP fluorescence in TOR pathway yeast screen | S. cerevisiae AGP1-GFP multiplex flow cytometry, 3 h; GFP as percent of DMSO wells | GFP response vs DMSO, % at 10 µM | 0.02% of 320,000 active;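 active = GFP response relative to DMSO above a set limit, near screen average plus 3 SD, cut at about 150% in these data; inconclusive = fewer than 70 cells counted for the yeast strain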;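 also: median GFP channel fluorescence of the gated AGP1 strain per well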
# CIT2 TOR yeast = alters CIT2-GFP fluorescence in TOR pathway yeast screen | S. cerevisiae CIT2-GFP strain, flow cytometry, 3 h; 100 means same as DMSO wells | GFP response vs DMSO, % at 10 µM | 0.065% of 320,000 active | AID 2029;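 active = GFP response relative to DMSO above a set limit, near the screen mean plus 3 SD, cut at about 150% in these data; inconclusive = Fewer than 70 cells measured for a yeast strain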;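 also: ratio of well median GFP fluorescence to mean of DMSO wells on the plate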
# CR mimetic SO = lowers age-related superoxide in aged yeast cells; superoxide response (% of plate mean), % at 10 µM; S. cerevisiae aged cells, superoxide DHE fluorescence; hits give low values; AID 2690; 0.18% of 330,000 active;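 active = superoxide response under a set limit, about three screen SD below normal, cut at about 65% in these data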;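 also: yeast aged for seven days with compound at 30 °C before DHE staining; 100% = average MFI of all compound-treated wells on the plate with controls excluded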
# LAP4-GFP MLPCN = modulators of TOR pathway LAP4-GFP in S. cerevisiae. GFP response vs DMSO, % at 10 µM. 0.34% of 320,000 active. S. cerevisiae LAP4-GFP multiplex, flow cytometry GFP, 3 h; median GFP as percent of DMSO wells. AID 2023;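 active = GFP response vs DMSO above a set limit, about the screen mean plus 3 SD, cut at about 150% in these data; inconclusive = under 70 cell events counted for the yeast strain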
# Active calls of the source: *; i = inactive; ? = inconclusive; . = no result given; [ ] = remark or other dose.
SMILES,Efflux pump mplx,AHR activator,RPL19A TOR yeast,MEP2 TOR yeast,AGP1-GFP MLPCN,CIT2 TOR yeast,CR mimetic SO,LAP4-GFP MLPCN
COc1cccc(OC)c1CN1CCCC(C(=O)c2cccc(Cl)c2)C1 (stereo not drawn),0.1,3,103,104,116,100,92,86
NS(=O)(=O)c1ccc(N=Cc2c(O)n(-c3ccccc3)c(=O)[nH]c2=O)cc1,0.0,0,106,100,106,103,87,99
CC(=O)Nc1ccc(OC(=O)N(C)c2ccc(C)cc2)cc1,-0.2,-3,100,95,104,106,108,97
Cc1c(N=Nc2c(O)[nH]c(=S)[nH]c2=O)c(=O)n(-c2ccccc2)n1C,0.1,2,111,142,110,117,113,112
CC(=O)N(C1=NCCCS1)c1ccc(F)cc1,-0.2,3,107,94,107,115,85,102
C[C@]12CC[C@@H](O)CC1=CCC1C2CC[C@@]2(C)C1C[C@@H](F)[C@@H]2O (stereo partly drawn),-0.1,-2,96,96,95,92,73,99
CCOP(=O)(OCC)C1(C(=O)O)CCCC1,-0.3,-3,100,103,107,102,81,109
CCC(=NCc1cccnc1)c1c(O)n(C2CCCCC2)c(=O)[nH]c1=O,0.2,23,99,83,90,.,101,92
CCOc1ccc(-c2cc(C)[n+](CCc3ccc(OC)c(OC)c3)c(-c3ccc(OCC)cc3)c2)cc1,0.0,.,107,102,98,100,103,86
Cn1cc(C(=O)OCC(=O)N2CCCC2)c2ccccc21,0.1,5,96,107,101,95,95,100

# Part of the list above with just AHR activator, LAP4-GFP MLPCN and AGP1-GFP MLPCN:
SMILES	AHR activator	LAP4-GFP MLPCN	AGP1-GFP MLPCN
CC(=O)Nc1ccc(OC(=O)N(C)c2ccc(C)cc2)cc1	-3	97	104
CC(=O)N(C1=NCCCS1)c1ccc(F)cc1	3	102	107
CCC(=NCc1cccnc1)c1c(O)n(C2CCCCC2)c(=O)[nH]c1=O	23	92	90
Cc1c(N=Nc2c(O)[nH]c(=S)[nH]c2=O)c(=O)n(-c2ccccc2)n1C	2	112	110

# (cont.)
SMILES,Efflux pump mplx,AHR activator,RPL19A TOR yeast,MEP2 TOR yeast,AGP1-GFP MLPCN,CIT2 TOR yeast,CR mimetic SO,LAP4-GFP MLPCN
Cc1c(C)c2ccc(OCC(=O)N3CCN(Cc4ccccc4)CC3)cc2oc1=O,-0.1,-1,101,96,103,109,90,102
COc1cccc(-c2nc(CS(=O)CC(=O)N3CCC4(CC3)OCCO4)c(C)o2)c1 (stereo not drawn),0.0,1,97,101,100,95,98,98
CN(C)CCCNCC(=O)Nc1ccc(Cl)cc1C(=O)c1ccccc1,0.0,12,116,115,136,101,100,105
CN1CCN(C(=O)COc2ccc3ccccc3c2Br)CC1,-0.1,7,93,94,96,101,88,96
O=[N+]([O-])c1ccc(Cl)cc1,0.0,-1,94,94,98,81,109,100
Cc1cc(OC(C)C(=O)NCC(O)c2ccccc2)c2c3c(c(=O)oc2c1)CCC3 (stereo not drawn),0.2,2,101,105,105,96,111,96
CCC(C)C1NC(=O)C(C(C)=O)=C1O (stereo not drawn),-0.2,0,98,104,102,105,92,103
O=C1c2ccccc2C(=O)N1Cc1nc2ccccc2c(=O)n1-c1cccnc1,-0.1,0,90,101,92,95,91,93
COC(=O)C1=C(c2ccc(-c3ccccc3)c(F)c2)C[C@@H]2CC[C@H]1N2C(=O)NC1CCCCC1,0.3,-5,93,94,95,109,78,110
Cc1ccc(S(=O)(=O)N(C)C)cc1NC(=O)C(C)[N+]12CCN(CC1)CC2 (stereo not drawn),0.0,0,95,94,97,94,103,99
O=c1c2ccccc2nc(/C=C/c2ccccc2F)n1-c1ccccc1O,-0.1,22,102,98,100,87,92,98
C/C(=N\N1CCCCC1)c1c(O)[nH]c(=O)[nH]c1=O,16*,-1,100,88,102,99,105,93
CCCCCCCCCCCCn1ccc(=N)cc1,0.7,-7,88,87,85,82,80,137
O=C(Cc1ccccc1[N+](=O)[O-])N1CCN(Cc2ccc3c(c2)OCO3)CC1,0.0,18,106,108,106,110,109,108
COc1ccc(NC(=S)NC(NC(=O)CF)C(Cl)(Cl)Cl)cc1[N+](=O)[O-] (stereo not drawn),-0.1,-1,90,114,90,100,96,106
CN1C(=O)N(C)C(=O)C2(Cc3cc(NC(=O)c4ccccc4)ccc3N3CCCC32)C1=O (stereo not drawn),0.0,0,106,103,102,105,101,100
CCCCn1c(O)c(C(CC)=NCc2cccnc2)c(=O)[nH]c1=O,0.0,17,100,108,103,106,105,109
CN1C(=O)N(C)C(=O)C2(Cc3c(nc4ccccn4c3=O)N3CCc4ccccc4C32)C1=O (stereo not drawn),-0.1,17,101,103,102,101,89,101
CCC(=NCc1ccco1)c1c(O)n(-c2ccccc2C)c(=O)[nH]c1=O,-0.1,-1,103,102,.,.,105,.
CCCCCSc1cc(O)c(C(CNC)C(C)C)cc1OC (stereo not drawn),0.1,7,95,100,95,96,85,92
CN(C)CC1CSCCC1(O)c1ccccc1 (stereo not drawn),-0.1,0,103,105,104,100,96,117
N=c1c[n+](C2CCCCC2)[n-]o1,-0.1,4,102,106,98,100,95,110
COC(=O)C1=C(c2cc3ccccc3o2)C[C@@H]2CC[C@H]1N2C(=O)N1CCOCC1,0.1,1,100,97,90,87,94,115
Cc1ccc(Cn2nnnc2CN2CCC(n3nnc4cc(C)ccc43)CC2)cc1,-0.1,3,98,105,109,101,i,101
CC(=Nc1ccc2c(c1)CCC2)c1c(O)n(C)c(=O)n(C)c1=O,0.1,3,97,97,99,97,102,101
COC(=O)C1=C(c2ccc(OC(F)(F)F)cc2)C[C@@H]2CC[C@H]1N2C(=O)NCCOc1ccccc1Cl,0.8,1,101,99,99,93,90,106
COc1ccc(CN2CCN(c3ccccc3F)CC2)c(OC)c1,0.2,-1,101,101,94,92,101,99
CSc1ccc(C(=O)C2CCCN(CCCn3cccn3)C2)cc1 (stereo not drawn),0.0,-1,97,105,104,104,108,90
CC(=NCc1ccc2c(c1)OCO2)c1c(O)n(-c2ccc(C)cc2)c(=O)[nH]c1=O,-0.1,1,104,100,108,98,94,111
CCCCCCOc1ccc(CN2CCN(CC)CC2)cc1,0.0,0,103,107,115,102,85,110
CSc1nnc([C@@H](N)Cc2c[nH]c3ccccc23)o1,0.1,0,99,108,99,105,92,103
C/C(=N\N1CCCCCC1)c1c(O)n(-c2ccc(C)cc2)c(=O)[nH]c1=O,-0.1,-6,111,111,104,110,108,93
O=C1Nc2cc(C(=O)N3CCC4(CC3)OCCO4)ccc2S/C1=C\c1ccccc1,0.0,-2,98,94,99,103,96,90
CCCC(=O)NC(Oc1ccc(C(C)=O)cc1)C(Cl)(Cl)Cl (stereo not drawn),0.8,5,97,99,96,88,100,109
CN1CCN(CC(=O)Nc2ccc([N+](=O)[O-])cc2C(=O)c2ccccc2)CC1,0.1,0,98,94,100,95,107,99
O=C1NC(=O)C2(Cc3cc([N+](=O)[O-])ccc3N3CCN(C(=O)c4ccccc4)CC32)C(=O)N1 (stereo not drawn),-0.1,-2,103,105,111,107,99,102
CC(C(=O)c1cn(C)c2ccccc12)c1ccccc1 (stereo not drawn),0.0,0,95,102,93,92,92,107
CC(C)(C)n1c(O)c(C=Nc2ccc3c(c2)CCC3)c(=O)[nH]c1=O,0.0,12,97[may fluoresce violet],?,?,?,103,89[may fluoresce violet]
O=C1CCN(C(=O)Cc2ccccc2[N+](=O)[O-])CC1,0.9,5,90,84,88,84,92,94
CN1CCN(Cc2ccc(N)cc2)CC1,0.1,2,102,104,107,102,99,93
Cc1ccc(CN2CC3CC(C2)c2cccc(=O)n2C3)cc1 (stereo not drawn),-0.1,3,93,98,97,91,101,99
CSc1ccc(CN2CCN(c3ccccc3C)CC2)cc1,-0.1,0,100,110,98,102,94,89
COc1ccc(CCn2c(O)c(/C=N/N3CCCCC3)c(=O)[nH]c2=O)cc1OC,0.0,8,104,106,105,102,85,97
Cc1ccc(N)cc1N,0.0,22,103,102,104,99,79,111
O=C(C1CCN(c2nc3ccc(Br)cc3s2)CC1)N1CCC2(CC1)OCCO2,0.0,-4,93,100,86,98,116,127
Cn1c(O)c(C2=NN(C(=O)CCl)C(c3ccccc3)C2)c(=O)n(C)c1=O (stereo not drawn),-0.1,1,100,107,109,99,100,107
Oc1cc2c(cc1CN1CCN(c3ccccc3)CC1)OCO2,0.2,1,107,105,105,105,105,97
CC1(C)C(C(=O)N2CCN(c3ccc(Cl)cc3)CC2)C1(C)C,-0.1,2,104,109,98,97,106,107
COc1c(C)cc(C(=O)C2CCCN(Cc3cnc(C)s3)C2)cc1C (stereo not drawn),0.0,1,106,107,96,101,116,94
O=c1ccc2c(O)c3ccoc3cc2o1,0.3,10,115,103,107,106,132,106
# (more compounds)
SMILES,Efflux pump mplx,AHR activator,RPL19A TOR yeast,MEP2 TOR yeast,AGP1-GFP MLPCN,CIT2 TOR yeast,CR mimetic SO,LAP4-GFP MLPCN
C[C@]1(O)CCC2C3CC[C@@H]4CC(=O)CC[C@]4(C)C3CC[C@@]21C (stereo partly drawn),-0.1,0,92,91,94,84,61*,102
C[C@@H]1CN(C2CCC(C#N)(c3ccc(F)cc3)CC2)CC[C@]1(C(=O)O)c1ccccc1 (stereo partly drawn),0.1,-3,105,100,87,81,109,105
CCc1c(C(=O)NN2C(=O)C3C4CCC(O4)C3C2=O)csc1C (stereo not drawn),-0.2,-1,102,104,100,108,92,97
Cn1cccc1CNCCc1ccccc1F,0.0,-1,97,93,100,101,95,94
CC(=O)Nc1ccccc1C(=O)OCC(=O)c1ccc2c(c1)OCCO2,-0.2,5,98,96,94,91,98,100
CC(NS(=O)(=O)OCC(Cl)(Cl)Cl)c1ccccc1 (stereo not drawn),0.3,4,99,95,82,67,103,120
COc1ccc(OCC(=O)Nc2ccc(Cl)cc2C(=O)c2ccccc2)cc1,0.1,-2,104,106,103,103,93,101
COc1ccc(Cc2c(O)[nH]c(=O)[nH]c2=O)c(OC)c1,-0.1,-2,97,102,104,104,93,106
Cc1ccc(S(=O)(=O)N(C)N=O)cc1,0.0,-2,96,95,86,84,103,121
C[C@]12CCC3C(CC[C@H]4C[C@@H](O)CC[C@]34C)C1C[C@@H](O)[C@]2(C)O (stereo partly drawn),-0.2,0,101,86,90,90,103,88
Cc1ccc2c(c1Cl)NC(C(=O)O)C1CC(Sc3ccccc3[N+](=O)[O-])C(Cl)C21 (stereo not drawn),0.0,6,96,101,99,97,107,90
Cc1[nH]c2ccccc2c1/C=N/O,-0.1,3,98,100,102,98,86,101
C#CC[N+]1(C)[C@@H]2CC(OC(=O)C(CO)c3ccccc3)C[C@H]1C(O)C2 (stereo partly drawn),0.1,1,102,97,97,98,97,93
CCCCc1ncc(CN2CCCC(C(=O)c3ccc(SC)cc3)C2)[nH]1 (stereo not drawn),-0.1,3,97,101,106,98,98,103
CC(=O)O[C@]1(C)C(=O)OC/C2=C/CN(C)CCC(OC(=O)[C@@](O)(C(C)O)C[C@H]1C)C2=O (stereo partly drawn),0.0,0,103,108,97,100,104,95
Cn1cc(C(O)CN2CCCCC2)c2ccccc21 (stereo not drawn),0.0,1,106,109,96,101,99,92
O=C1/C(=C/c2cccc([N+](=O)[O-])c2)N2CCC1CC2,0.1,4,107,101,98,91,94,115
CC1(C)CC(=O)C(C2(O)C(=O)NC(=O)NC2=O)=C(O)C1,0.0,6,102,97,78,64,90,87
CCCCn1c(O)c(C(C)=NCc2ccc3c(c2)OCO3)c(=O)[nH]c1=O,-0.1,10,93,90,90,97,91,93
CC(=O)Nc1ccc(C(=O)OCC(=O)Nc2ccc(Cl)cc2C(=O)c2ccccc2)cc1,1.9,2,93,63,88,92,67,87

# Screening results deposited in PubChem by several laboratories.

# The list is partial. The share of hits here may be higher or lower than overall.
